Assay outcomes deposited in PubChem BioAssay by PCMD.
FXIa inh = blocks human coagulation factor XIa activity. P03951. purified human FXIa, fluorogenic AMC substrate cleavage. inhibition, % at 10 µM. 0.3% of 33,000 active. AID 687;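 active = inhibition above 40% in the primary screen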;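 note: 0% = enzyme without compound and 100% = blank wells lacking enzyme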
Target sequence (P03951 19-387 limits assumed): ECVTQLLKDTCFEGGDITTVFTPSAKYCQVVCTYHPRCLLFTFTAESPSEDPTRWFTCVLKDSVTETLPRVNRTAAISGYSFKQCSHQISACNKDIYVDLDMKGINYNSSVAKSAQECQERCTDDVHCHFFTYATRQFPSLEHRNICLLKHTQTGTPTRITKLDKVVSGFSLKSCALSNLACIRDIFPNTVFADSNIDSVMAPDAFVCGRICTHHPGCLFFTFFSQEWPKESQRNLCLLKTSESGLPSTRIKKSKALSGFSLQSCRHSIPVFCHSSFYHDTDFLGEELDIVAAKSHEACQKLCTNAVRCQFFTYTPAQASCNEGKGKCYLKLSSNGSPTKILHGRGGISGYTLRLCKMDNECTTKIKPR
Target sequence (P03951 388-625 limits assumed): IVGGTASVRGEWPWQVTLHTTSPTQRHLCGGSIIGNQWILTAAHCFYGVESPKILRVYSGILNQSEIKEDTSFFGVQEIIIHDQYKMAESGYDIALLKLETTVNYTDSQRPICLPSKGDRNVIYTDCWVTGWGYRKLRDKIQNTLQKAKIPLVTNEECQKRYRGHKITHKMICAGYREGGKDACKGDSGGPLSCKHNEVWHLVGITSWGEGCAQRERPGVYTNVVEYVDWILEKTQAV
FXIIa inh = blocks human coagulation factor XIIa activity | inhibition, % at 10 µM | 0.2% of 33,000 active | P00748 | AID 701 | purified human FXIIa, AMC substrate fluorescence, 2 h; in the data active = inhibition above about 30%;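 note: 0% = enzyme with vehicle only and 100% = no enzyme blank; many of its hits are not listed in these tables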
The depositor's hits bear a star.

SMILES	FXIa inh	FXIIa inh
CCC(=O)c1ccc(OCCn2cncn2)cc1	4	4
COc1ccc(C2Nc3ccccc3C(=O)N2Cc2ccco2)cc1COc1ccc([N+](=O)[O-])cc1 (stereo not drawn)	-1	-2
O=C(CSc1nc(N2CCCCC2)nc(N2CCCCC2)n1)Nc1nccs1	3	14
Cc1c(C(=O)OCCOc2ccccc2)[nH]c2c1C(=O)CCC2	5	4
COc1cc(Cl)cc(C2NC(=O)NC(C)=C2C(=O)NCc2ccccc2)c1O (stereo not drawn)	0	4
CCOc1cccc(C(=O)Nc2nnc(-c3cccs3)s2)c1	3	25
Cc1nnc(-c2cnn(C)c2N)n1Cc1ccccc1F	-3	7
CC(CN1CCN(C)CC1)OC(=O)c1ccccc1 (stereo not drawn)	5	7
COc1cc(Cn2c(=O)oc3ccc(C)cc32)ccc1OC(C)C	1	4
O=C(CN(C1CCCCC1)S(=O)(=O)c1ccc(Cl)cc1)N1CCOCC1	-12	7
O=C(OCn1nnc2ccccc2c1=O)c1ccc(Br)o1	0	7
O=C(Nc1ccc2nccnc2c1)c1cnccn1	-12	-12
COc1ccc(CNC(=O)CCSc2nc(-c3ccc4c(c3)OCO4)cc(C(F)(F)F)n2)cc1	-6	-18
O=C(NCCSCc1ccccc1)c1ccc(C2SCC(=O)N2Cc2ccccc2)cc1 (stereo not drawn)	-6	0
O=C(O)c1ccc(NS(=O)(=O)c2cc(Cl)ccc2Cl)cc1O	-4	4
CC(c1ccco1)N(C(=O)CSc1ccc(Br)cc1)c1ccccn1 (stereo not drawn)	-4	3
O=C(NCCCN1CCN(c2ccccc2F)CC1)C1CC(=O)N(C2CCCC2)C1 (stereo not drawn)	-1	7
N#Cc1ccccc1OCC(=O)OCC(=O)c1ccc2c(c1)NC(=O)CO2	-1	7
COc1cccc(NC(=O)N2CCOCC2)c1	-3	0
CCc1ccccc1NC(=O)CSc1nnc(Cn2cnc3ccccc32)o1	-2	1
Cc1ccccc1-c1nnc(SCC(=O)NC2CCCCC2)o1	-2	5
COC(=O)c1ccc(NC(=O)CSc2nnc(-c3ccccc3)n2C)cc1	4	5
Clc1ccc(Oc2cnns2)cc1Cl	0	-2
CCc1nnc(NC(=O)c2ccc3c(c2)C(=O)N(C(C)(C)C)C3=O)s1	35	-13
CC(C(=O)N1CCC(C(N)=O)CC1)N(c1ccc(Oc2ccccc2)cc1)S(C)(=O)=O (stereo not drawn)	19	-10
Cc1ccc(S(=O)(=O)N(C#N)c2nc(C)cc(C)n2)cc1	4	7
CCc1nc(NCCC(C)C)c(C#N)c2c1CCCC2	-8	-1
CC1CCN(CCOc2cc(Cl)ccc2Cl)CC1	-7	6
O=C(CSc1nc(-c2ccccc2)cc(C(F)(F)F)n1)NCc1ccco1	-4	5
O=C1C2Sc3[nH]c(=O)sc3C(c3ccccc3)C2C(=O)N1c1ccccc1 (stereo not drawn)	-5	1
Cc1cc(C)n(CCc2nc3c4ccccc4n(CC(=O)Nc4ccc(Cl)cc4F)c(=O)n3n2)n1	-4	7
CCOC(=O)/C=c1\s/c(=C(\C#N)C(=O)NC)n(-c2ccccc2)c1=O	-14	-1
CCc1nc(N)c(C#N)c(-c2cccc3ccccc23)c1C	4	2
Cc1occc1C(=O)Nc1ccc2c(c1)OCCO2	0	3
O=C(O)c1nc(N2CCOCC2)nc(N2CCOCC2)n1	3	7
CC(C)N1CC(O)=C(c2ccccc2)C1=N	2	1
O=C(Nc1nncs1)c1ccccc1NS(=O)(=O)c1cccs1	-1	-75
COc1ccc(-c2cc(C(=O)N3CCN(Cc4ccccc4)CC3)no2)cc1OC	1	5
O=C1CCC(=O)N1CNc1ccccn1	1	3
CC1(C)NC(=O)N(CCOCCOc2c(Cl)cc(Cl)cc2Cl)C1=O	5	-2
O=C(c1cccs1)N1CCN(Cc2nc3ccccc3c(=O)[nH]2)CC1	-7	4
FC(F)(F)C(Oc1nc(NC2CCCCC2)nc(N2CCOCC2)n1)C(F)(F)F	-1	6
O=C(NCCc1ccc(Cl)cc1)c1cccnc1	5	5
Cc1cc(C)c(S(=O)(=O)N2CCN=C2c2ccccc2)cc1C	-4	-5
COc1ccc(NC(=O)CSc2nc(N)c(C(=O)Nc3ccc(N(C)C)cc3)s2)cc1	-8	1

In another format: results already given
COc1ccc(NC(=O)CSc2nc(N)c(C(=O)Nc3ccc(N(C)C)cc3)s2)cc1
  FXIa inh = -8; FXIIa inh = 1

CCc1nc(N)c(C#N)c(-c2cccc3ccccc23)c1C
  FXIa inh = 4; FXIIa inh = 2

O=C(O)c1nc(N2CCOCC2)nc(N2CCOCC2)n1
  FXIa inh = 3; FXIIa inh = 7

Next structures follow:
SMILES	FXIa inh	FXIIa inh
O=C(CN(c1ccccc1)S(=O)(=O)c1ccc(F)cc1)N1CCCCCC1	-1	-11
CN(C)c1ccc(CNCCC2CCOC(C)(C)C2)cc1 (stereo not drawn)	-3	10
O=S1(=O)C=C(SCCN2CCCC2)c2ccccc21	0	10
CSc1nnc(Cc2sc(-c3ccccc3)nc2-c2ccccc2)o1	-4	5
Cc1sc2nc(SCC(=O)N(C)Cc3ccccc3)n(-c3ccccc3)c(=O)c2c1C	-10	-11
COc1ccc2c(c1)c(=O)oc1cc(OCC(=O)NC3CCCCC3)ccc12	1	-5
COc1ccc(CCN2C(=NC(=O)CCC(=O)O)SC3CS(=O)(=O)CC32)cc1 (stereo not drawn)	29	-16
C=CCNC(=S)N/N=C(\C)c1ccccn1	-7	1
Cc1ccc(S(=O)(=O)Nc2ccc3nc(-c4cccn4C)[nH]c3c2)cc1	2	12
Cc1ccc(CC(=O)NC(C)CCc2ccccc2)cc1 (stereo not drawn)	8	7
COc1ccc(NC(=O)C(c2ccccc2)N(C)C(=O)CNC(C)=O)cc1 (stereo not drawn)	3	6
CCCn1c(SCC(=O)Nc2ccccc2N2CCCCC2)nc2c1c(=O)n(C)c(=O)n2C	9	4
Nc1c(S(=O)(=O)c2cccs2)c2nc3ccccc3nc2n1Cc1ccccc1	-2	-4
COc1cc2c(cc1NC(=O)c1cncc(Br)c1)oc1ccccc12	2	11
Cc1ccc(NC(=O)CN(c2ccccc2)S(=O)(=O)N(C)C)cc1C	0	3
CCCCOc1ccc(C(=O)C(CN2CCOCC2)c2ccccc2)cc1 (stereo not drawn)	-2	8
COc1ccc(-c2noc(CCC(=O)NCCN3CCN(c4ccccc4F)CC3)n2)cc1	3	4
Cn1c(COc2ccc3ccccc3c2)nnc1SCC(=O)OC1CCCCC1	-3	4
CC(C)NC(=O)c1ccccc1NC(=O)CCc1ccccc1	1	7
COc1cc(NC(=O)C2CCC(CNc3c(N4CCC(C)CC4)c(=O)c3=O)CC2)cc(OC)c1 (stereo not drawn)	6	7
CC(=O)Nc1ccc(-n2nnnc2SCC(=O)N2CCN(C(=O)c3ccco3)CC2)cc1	14	6
CC1CCN(S(=O)(=O)c2ccc(NC(=O)CN3CCOCC3)cc2)CC1	23	-16
COC(=O)c1ccc(-n2c(C)cc(/C=N/n3cnnc3)c2C)cc1	7	8
CCOC(=O)C1=C(CN2c3ccccc3CC2C)NC(=O)NC1c1ccccc1 (stereo not drawn)	6	5
CCc1ccc(NC(=O)CC2C(=O)Nc3c2c(=O)n(C)c(=O)n3C)cc1 (stereo not drawn)	9	7
CCN(CCO)Cc1cc(=O)oc2c(C)c(C)ccc12	-2	-14
Cc1cc(NC(=O)c2cccc3ccccc23)cc(C)c1OCC(=O)N1CCOCC1	8	6
CCCN(CCC)C(=O)CSc1nc2ccccc2c(=O)n1C1CCCC1	3	-2
O=C(CCN1C(=O)c2ccccc2C1=O)N1CCCCCC1	4	3
COC(=O)C(C)N1C(=O)S/C(=C\c2cc(C)n(-c3ccccn3)c2C)C1=O (stereo not drawn)	3	7

A second format for part of the listing above.
FXIa inh | FXIIa inh | canonical_smiles
14 | 6 | CC(=O)Nc1ccc(-n2nnnc2SCC(=O)N2CCN(C(=O)c3ccco3)CC2)cc1
23 | -16 | CC1CCN(S(=O)(=O)c2ccc(NC(=O)CN3CCOCC3)cc2)CC1
-2 | 8 | CCCCOc1ccc(C(=O)C(CN2CCOCC2)c2ccccc2)cc1 (stereo not drawn)
6 | 7 | COc1cc(NC(=O)C2CCC(CNc3c(N4CCC(C)CC4)c(=O)c3=O)CC2)cc(OC)c1 (stereo not drawn)

Complete entries, looked up by structure:
O=C(CSc1nc(-c2ccccc2)cc(C(F)(F)F)n1)NCc1ccco1 across the screens: FXIa inh: -4; FXIIa inh: 5
COc1ccc2c(c1)c(=O)oc1cc(OCC(=O)NC3CCCCC3)ccc12 across the screens: FXIa inh: 1; FXIIa inh: -5
COc1ccc(-c2cc(C(=O)N3CCN(Cc4ccccc4)CC3)no2)cc1OC across the screens: FXIa inh: 1; FXIIa inh: 5

Returning to the listing, repeating the 3 entries before the break.
SMILES	FXIa inh	FXIIa inh
CCCN(CCC)C(=O)CSc1nc2ccccc2c(=O)n1C1CCCC1	3	-2
O=C(CCN1C(=O)c2ccccc2C1=O)N1CCCCCC1	4	3
COC(=O)C(C)N1C(=O)S/C(=C\c2cc(C)n(-c3ccccn3)c2C)C1=O (stereo not drawn)	3	7
Cc1ccc(CNC(=O)CCc2nc(-c3cccs3)no2)cc1	2	4
O=c1[nH]c(NCc2ccco2)nnc1Cc1ccccc1Cl	2	0
O=C(NCc1ccccn1)Nc1ccc2c(c1)OCO2	1	-8
COC(=O)CN(c1nc(C)c(Br)c(OC)n1)S(=O)(=O)c1ccc(C)cc1	4	-11
CC1CC2=C(CC1/C=N/NC(N)=S)C(C)(C)CCC2 (stereo not drawn)	-5	16
O=C(Nc1ccc(Cl)c(Cl)c1)N1CCSCC1	-2	1
Cc1ccc(C2CC(=O)N(c3ccc(F)cc3)C3=C2C(=O)CCC3)cc1 (stereo not drawn)	6	4
Cc1cc(C)c(C(N)=O)c(NCCc2ccccc2)n1	5	2
COC(=O)c1ccc(NC(=O)CSCc2ccccc2)cc1	11	3
CCOC(=O)c1[nH]c2ccccc2c1NC(=O)CCN1CCN(C(=O)OCC)CC1	4	3
COc1ccc(S(=O)(=O)N(CC(=O)N2CCOCC2)Cc2ccccc2)cc1C	8	4
O=C(CSc1nnc(COc2cccc3ccccc23)o1)N1c2ccccc2CCc2ccccc21	-2	1
CCn1c(SCc2nc(-c3ccc(Cl)cc3)no2)nnc1-c1ccco1	-15	2
CCOC(=O)c1cc(C)n(Cc2ccc(OCC)c(OC)c2)c1C	7	12
CC(C)OC(=O)NCCOC(=O)Nc1ccc(Cl)c(Cl)c1	-6	5
CCOc1ccc(C)cc1S(=O)(=O)Nc1ccc(Cl)cn1	-2	7
CCC(Sc1nc2ccc(N)cc2s1)C(=O)Nc1nccs1 (stereo not drawn)	29	-11
CC(C)CCNC(=O)C(NS(=O)(=O)c1ccc2c(c1)c(=O)n(C)c(=O)n2C)c1ccccc1 (stereo not drawn)	3	6
CCCC(=O)Nc1ccc(C(=O)Nc2nc(CC(=O)OCC)cs2)cc1	5	2
CN(C)Cc1c(O)ccc2occ(C(=O)c3ccccc3)c12	-1	5
COc1cc([C@H]2[C@@H]3CCCC[C@]3(O)CCN2Cc2ccccc2F)ccc1O	-4	4
COc1ccc(N2CCN(C(=O)CCCSc3nc4ccccc4[nH]3)CC2)cc1	3	5
CC(C)(C)C(=O)Nc1nc2c(s1)COc1ccccc1-2	-1	4
Cc1ccc(S(=O)(=O)Oc2ccc(/C=N/NC(=O)c3c(Cl)cnn3C)cc2)cc1	-3	-2
CCN(CC)c1nc2ccccc2c(N)c1-c1ccccc1	6	10
C=CCn1c(NC(=O)CC)c(C(=O)OCC)sc1=S	3	8
Cc1nc2sc3c(c2c(=O)o1)CCCC3	-3	2
COc1cc(NS(=O)(=O)c2ccc(N)cc2)nc(OC)n1	10	5

The list is partial (hit frequency here may not be typical).
